Source: PubChem BioAssay (National Center for Advancing Translational Sciences (NCATS))
TRPV1 ag = HTS Assay for Compounds that Act as Agonists of the Vanilloid Receptor 1; TRPV1-expressing cells, Fluo-8 calcium influx, agonist mode; AID 540275, 2011; activation, % at 8.33 µM; 320,000 compounds, 0.19% hits; in the data active = activation above about 80%; inconclusive = between about 30% and that limit; also: 0% is about no effect
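TRPV1-expressing cells were cultured overnight at 35.5C and loaded with Fluo-8 calcium dye for 40 to 90 min at room temperature. After a 10 s baseline, compound was added and calcium influx was read kinetically for 3 min (ex 480/em 520 nm).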
Menin-MLL TR inh = qHTS Assay for Inhibitors Targeting the Menin-MLL Interaction in MLL Related Leukemias: Competition With Texas Red Labeled MLL-derived Mutant Peptide; O00255; Menin + Texas Red MLL mutant peptide, fluorescence polarization; Potency, µM (titrated, usually from 61.6 µM), without a hit: top-dose FP activity change, negative = inhibition, hits mostly inhibitors; 270,000 compounds, 0.23% hits; AID 1768, 2009; active = well fitted inhibition curve with a large enough effect in the polarisation, with a control signal flat, not every such curve was filed as active; inconclusive = small, poorly fitted or top-dose-only effect, or effect the other way, or a change in a side signal; inactive = no such curve, though single readings can be large or run the other way; the % refers to the polarisation; also: potency is read from the fitted curve at half-maximal effect; % of control where 0% means no effect; many of its hits are not listed in these tables
Giardia killer = Small Molecules that selectively kill Giardia lamblia: qHTS | Giardia lamblia trophozoite viability | activity change, % at 7.66 µM, hits read low | 340,000 compounds, 0.15% hits | AID 540267, 2011; in the data active = activity change below about -80%; inconclusive = between about -30% and that limit;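 also: parasites exposed to compound for two days anaerobically before the ATP read; % is scaled to controls: 0 for no effect and ±100 for the full control effect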
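Giardia trophozoites, 100 cells per well, were exposed to compounds for 48 hrs at 37 deg C under anaerobic conditions; viability was then read as ATP content by bioluminescence after 15-30 min at room temperature.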
KCNH2 3.1 inh = qHTS for Inhibitors of KCHN2 3.1: Mutant qHTS. Potassium voltage-gated channel subfamily H member 2, brain isoform KCNH2 3.1 (human). U2OS KCNH2 3.1, thallium flux FluxOr; stronger effect = lower value. activity change, % (tested at about 1.8 µM). 340,000 compounds, 0.95% hits;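 active = maximum activity change below -70%; inconclusive = maximum activity change from -70% to -50%; inactive = maximum activity change above -50%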;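 also: thallium influx rate constant from kinetic fluorescence after stimulation buffer; % is scaled to controls: 0 for no effect and ±100 for the full control effect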
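Steps: virus added to U2OS suspension (4 h, RT, dark); medium with 10% FBS added, cells plated, 37 C overnight; FluxOr/Red40 loading buffer 45 min RT; stimulation buffer, 2 min kinetic read; rate constant normalized.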
KCNH2 WT inh = qHTS for Inhibitors of KCHN2 3.1: Wildtype qHTS. U2OS, BacMam KCNH2, thallium flux FluxOr; stronger effect = lower value. activity change, % at 1.84 µM. 340,000 compounds, 0.37% hits;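 active = maximum activity change below -70%; inconclusive = maximum activity change between -70% and -50%; inactive = maximum activity change above -50%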; also: % is scaled to controls: 0 for no effect and ±100 for the full control effect
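U2OS cells were transduced with wild-type KCNH2 virus (2.03 x 10^8 / mL) for 4 h at room temperature, then cultured overnight at 37 C. Thallium flux was read with FluxOr dye. Rate constants were normalized to DMSO controls.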
USP2a block = qHTS Assay for Inhibitors of Ubiquitin-specific Protease USP2a Using CHOP2 as the Reporter. Ubiquitin carboxyl-terminal hydrolase 2 (Homo sapiens), O75604. USP2 core, Ub-CHOP2 coupled fluorogenic reporter, 485/531. Potency, µM (doses to about 38.3 µM), inactives show at the highest dose activity change, negative = inhibition, actives largely listed as inhibitors. 330,000 compounds, 0.01% hits. AID 463254, 2010;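 also: potency is read from the fitted curve at half-maximal effect; plate controls were DMSO wells for no effect and full inhibition by NEM control for full effect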
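Cell-free coupled assay: 10nM USP2 core preincubated 30min RT with compound in Tris-HCl pH 8.0/CaCl2/CHAPS buffer, then 25nM Ub-CHOP2 and 25nM reporter substrate; fluorescence (Ex 485/Em 531) read after 60min RT, normalized to NEM inhibition, concentration-response curves fitted.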
CXXC DNA block = qHTS Fluorescence Polarization Assay for Inhibitors of MLL CXXC domain - DNA interaction. Histone-lysine N-methyltransferase 2A (Homo sapiens), Q03164. Potency, µM (top dose mostly 115 µM), for inactives: at the top dose activity change, negative = inhibition, usual class: inhibitors. MLL-CXXC / FITC-HOXA9 DNA fluorescence polarization. 290,000 compounds, 0.037% hits; active = well fitted inhibition curve with a large enough effect in the polarisation, with a control signal flat, not every such curve was filed as active; inconclusive = small, poorly fitted or top-dose-only effect, or effect the other way, or a change in a side signal; inactive = no such curve, though single readings can be large or run the other way; the % refers to the polarisation; also: potency is read from the fitted curve at half-maximal effect
Target sequence (Q03164 whole entry, looked up, the tested form may be a part): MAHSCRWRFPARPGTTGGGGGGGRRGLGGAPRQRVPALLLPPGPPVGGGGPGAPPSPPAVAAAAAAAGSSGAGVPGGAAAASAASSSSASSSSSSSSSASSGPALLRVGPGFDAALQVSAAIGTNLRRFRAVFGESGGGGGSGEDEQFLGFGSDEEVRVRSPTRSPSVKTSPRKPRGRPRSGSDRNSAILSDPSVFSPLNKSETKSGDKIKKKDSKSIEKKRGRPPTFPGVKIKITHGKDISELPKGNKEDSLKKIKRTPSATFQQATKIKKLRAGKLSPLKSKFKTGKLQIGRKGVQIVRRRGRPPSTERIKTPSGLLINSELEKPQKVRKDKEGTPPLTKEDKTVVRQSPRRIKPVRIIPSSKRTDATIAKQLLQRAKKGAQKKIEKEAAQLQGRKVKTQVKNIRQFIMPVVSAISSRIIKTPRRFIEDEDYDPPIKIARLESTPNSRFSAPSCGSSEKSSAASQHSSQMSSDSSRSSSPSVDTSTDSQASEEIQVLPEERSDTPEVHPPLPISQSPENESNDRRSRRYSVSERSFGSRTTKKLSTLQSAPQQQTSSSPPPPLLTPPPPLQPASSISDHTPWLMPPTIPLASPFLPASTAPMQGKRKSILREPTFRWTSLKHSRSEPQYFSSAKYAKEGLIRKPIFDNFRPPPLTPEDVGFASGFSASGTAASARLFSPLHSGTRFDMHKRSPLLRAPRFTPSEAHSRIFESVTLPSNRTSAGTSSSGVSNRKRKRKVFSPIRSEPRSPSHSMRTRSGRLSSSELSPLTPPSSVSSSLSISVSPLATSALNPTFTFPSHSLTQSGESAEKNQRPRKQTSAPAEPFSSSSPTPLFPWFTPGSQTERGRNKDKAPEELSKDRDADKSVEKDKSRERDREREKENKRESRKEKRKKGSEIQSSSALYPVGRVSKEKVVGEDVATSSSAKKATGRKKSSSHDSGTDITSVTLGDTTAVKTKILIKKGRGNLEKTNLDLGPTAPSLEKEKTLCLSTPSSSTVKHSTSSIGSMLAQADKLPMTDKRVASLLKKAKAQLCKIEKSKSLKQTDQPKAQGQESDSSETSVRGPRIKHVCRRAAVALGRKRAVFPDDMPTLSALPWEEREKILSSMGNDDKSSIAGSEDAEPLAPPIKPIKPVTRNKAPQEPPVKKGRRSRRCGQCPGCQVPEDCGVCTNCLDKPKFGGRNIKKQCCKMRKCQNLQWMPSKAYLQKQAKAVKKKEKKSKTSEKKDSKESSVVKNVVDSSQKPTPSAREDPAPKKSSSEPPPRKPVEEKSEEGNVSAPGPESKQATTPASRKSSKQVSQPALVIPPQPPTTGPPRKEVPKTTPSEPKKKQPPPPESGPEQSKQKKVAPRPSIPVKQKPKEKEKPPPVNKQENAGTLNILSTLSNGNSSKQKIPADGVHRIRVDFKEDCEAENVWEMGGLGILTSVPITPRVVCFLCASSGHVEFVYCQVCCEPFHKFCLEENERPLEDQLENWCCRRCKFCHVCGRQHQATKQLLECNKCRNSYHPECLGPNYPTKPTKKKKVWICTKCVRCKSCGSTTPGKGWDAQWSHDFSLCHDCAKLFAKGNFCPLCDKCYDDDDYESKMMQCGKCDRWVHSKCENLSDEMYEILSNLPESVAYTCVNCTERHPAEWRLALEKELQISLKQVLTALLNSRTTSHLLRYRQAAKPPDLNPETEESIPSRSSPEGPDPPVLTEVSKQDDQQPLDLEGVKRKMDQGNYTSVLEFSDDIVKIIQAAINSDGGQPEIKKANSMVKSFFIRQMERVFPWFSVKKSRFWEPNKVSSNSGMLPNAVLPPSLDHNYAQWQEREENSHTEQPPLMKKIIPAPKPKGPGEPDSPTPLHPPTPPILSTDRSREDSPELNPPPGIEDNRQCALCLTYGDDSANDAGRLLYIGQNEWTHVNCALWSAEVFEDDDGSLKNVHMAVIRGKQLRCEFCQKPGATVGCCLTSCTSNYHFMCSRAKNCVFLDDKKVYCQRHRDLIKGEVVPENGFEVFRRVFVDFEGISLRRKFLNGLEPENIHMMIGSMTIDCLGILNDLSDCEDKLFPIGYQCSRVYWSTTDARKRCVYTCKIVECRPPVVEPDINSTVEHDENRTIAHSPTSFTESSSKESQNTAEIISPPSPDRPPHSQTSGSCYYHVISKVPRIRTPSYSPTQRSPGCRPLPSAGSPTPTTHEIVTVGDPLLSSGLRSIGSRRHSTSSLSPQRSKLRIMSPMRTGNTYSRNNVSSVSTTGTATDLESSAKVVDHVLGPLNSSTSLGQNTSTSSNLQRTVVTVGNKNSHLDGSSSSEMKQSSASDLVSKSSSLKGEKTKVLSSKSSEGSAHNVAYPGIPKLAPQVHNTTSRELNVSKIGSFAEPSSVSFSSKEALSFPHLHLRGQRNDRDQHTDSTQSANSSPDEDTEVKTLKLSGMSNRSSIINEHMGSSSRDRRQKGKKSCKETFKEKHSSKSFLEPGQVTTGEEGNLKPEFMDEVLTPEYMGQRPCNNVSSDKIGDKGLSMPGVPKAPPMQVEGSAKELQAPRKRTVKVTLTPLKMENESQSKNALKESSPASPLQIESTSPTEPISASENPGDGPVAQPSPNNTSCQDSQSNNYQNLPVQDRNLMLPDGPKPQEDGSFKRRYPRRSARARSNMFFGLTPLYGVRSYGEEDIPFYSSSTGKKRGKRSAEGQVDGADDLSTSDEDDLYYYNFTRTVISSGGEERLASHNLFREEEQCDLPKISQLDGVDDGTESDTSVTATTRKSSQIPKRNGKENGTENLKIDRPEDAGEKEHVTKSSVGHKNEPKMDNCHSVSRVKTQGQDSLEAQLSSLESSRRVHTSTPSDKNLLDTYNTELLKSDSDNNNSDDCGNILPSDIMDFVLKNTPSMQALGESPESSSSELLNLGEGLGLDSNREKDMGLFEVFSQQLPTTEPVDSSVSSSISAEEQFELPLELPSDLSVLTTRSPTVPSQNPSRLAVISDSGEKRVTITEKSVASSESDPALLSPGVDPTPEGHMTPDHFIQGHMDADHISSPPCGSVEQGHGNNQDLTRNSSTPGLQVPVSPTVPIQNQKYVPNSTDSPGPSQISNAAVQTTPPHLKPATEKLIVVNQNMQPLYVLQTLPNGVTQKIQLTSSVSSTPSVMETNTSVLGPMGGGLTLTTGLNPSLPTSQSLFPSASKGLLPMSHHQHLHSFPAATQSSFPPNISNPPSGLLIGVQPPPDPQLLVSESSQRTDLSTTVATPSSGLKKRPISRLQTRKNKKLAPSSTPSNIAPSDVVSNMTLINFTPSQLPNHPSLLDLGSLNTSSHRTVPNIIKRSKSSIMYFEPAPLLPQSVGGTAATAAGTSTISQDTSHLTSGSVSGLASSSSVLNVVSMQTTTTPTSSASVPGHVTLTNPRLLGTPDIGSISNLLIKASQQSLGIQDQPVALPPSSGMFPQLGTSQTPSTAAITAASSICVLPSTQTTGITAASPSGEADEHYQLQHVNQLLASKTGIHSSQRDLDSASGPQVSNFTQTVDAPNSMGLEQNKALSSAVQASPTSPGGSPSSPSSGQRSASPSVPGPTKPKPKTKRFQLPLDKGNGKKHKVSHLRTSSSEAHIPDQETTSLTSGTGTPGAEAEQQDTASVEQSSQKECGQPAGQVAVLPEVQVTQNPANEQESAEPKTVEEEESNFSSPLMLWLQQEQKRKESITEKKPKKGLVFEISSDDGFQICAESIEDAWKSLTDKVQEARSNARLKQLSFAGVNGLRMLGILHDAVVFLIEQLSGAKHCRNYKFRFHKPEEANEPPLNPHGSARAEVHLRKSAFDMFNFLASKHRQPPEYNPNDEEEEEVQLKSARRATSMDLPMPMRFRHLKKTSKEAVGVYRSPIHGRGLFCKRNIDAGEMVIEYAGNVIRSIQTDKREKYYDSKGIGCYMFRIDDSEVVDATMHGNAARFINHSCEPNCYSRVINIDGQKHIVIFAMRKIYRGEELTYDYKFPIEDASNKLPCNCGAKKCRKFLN
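Steps: dispense CXXC domain solution (7 uM) → pin compounds or unlabeled HOX-A9 DNA control → 5 min ambient → add FLSN-HOX-A9 solution (50 nM) → spin → 30 min ambient → fluorescence polarization. Tris pH 7.5/NaCl/DTT/BSA buffer.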
GALK inhibitor = qHTS Assay for Inhibitors of Human Galactokinase (GALK); P51570; Purified GALK, Kinase-Glo residual ATP luminescence; Potency, µM (highest dose often 57.5 µM), inactives show top-dose activity change, negative = inhibition, actives largely listed as inhibitors; 270,000 compounds, 0.007% hits; also: potency is read from the fitted curve at half-maximal effect; % is scaled to controls: 0 for no effect and ±100 for the full control effect
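Quantitative HTS: GALK 5 nM, ATP 35 uM, galactose 100 uM, 1 h room temperature, then luciferase-based ATP detection.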
B2AR arrestin = qHTS assay of beta-arrestin-biased ligands of beta2-adrenergic receptor | Potency, µM (series often up to 46.1 µM), without a hit: at the highest dose activation, most hits filed as activators | 330,000 compounds, 0.02% hits | AID 492947, 2010 | beta-arrestin recruitment to beta2AR, cell-based reporter;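 also: potency is read from the fitted curve at half-maximal effect; 0% = DMSO controls and full agonism = EC100 isoproterenol or metaproterenol; nearly all actives have a fitted effect of over 65% in size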
Coupling enz = qHTS Assay for Inhibitors of Fructose-1,6-bisphosphate Aldolase from Giardia Lamblia: Coupling assay counterscreen; coupling enzyme system counterscreen, AmpLite Red fluorescence; activity change, negative = inhibition, % at 58.2 µM, hits read low; 290,000 compounds, 0.67% hits; in the data active = activity change below about -30%; also: % is scaled to controls: 0 for no effect and ±100 for the full control effect
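Fluorescence at 525 nm excitation and 598 nm emission measured inhibition of the coupled detection system without aldolase. Compounds (at 57.5 uM final) were preincubated 10 min at room temperature with coupling enzyme reagent before a 20 min substrate/AmpLite Red step.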
PKM2 activator = qHTS Assay for Activators of Human Muscle isoform 2 Pyruvate Kinase; 260,000 compounds, 0.34% hits; Potency, µM (top dose mostly 57.5 µM), for the others: at the top dose activation, hits mostly activators; Pyruvate kinase PKM (Homo sapiens), P14618; purified PKM2, Kinase-Glo ATP luminescence, activation; response scale: 0% is enzyme alone, no compound; also: potency is read from the fitted curve at half-maximal effect; % is scaled to controls: 0 for no effect and ±100 for the full control effect; nearly all actives have a fitted effect of over 55% in size
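hPK-M2, >95% pure; 0.1 mM ADP / 0.5 mM PEP final; imidazole pH7.2 buffer w/ 7 mM MgCl2, 50 mM KCl; 1 h RT; Kinase-Glo lum. Intermediate enzyme activity for dual inhibitor/activator qHTS.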
The depositor's hits bear a star; ? = inconclusive; . = no result given; & = joins results of further samples; [ ] = another dose, or the depositor's remark. Unless noted, calls follow the shape of the dose curve; as a rule, active = well fitted curve in the direction sought with a large enough effect; inconclusive = small, poorly fitted or top-dose-only effect, or another doubt; inactive = no such curve, though single readings can be large; an effect the other way counts as inactive or inconclusive. Only part of the results is shown (hit frequency here may not be typical).

SMILES	TRPV1 ag	Menin-MLL TR inh	Giardia killer	KCNH2 3.1 inh	KCNH2 WT inh	USP2a block	CXXC DNA block	GALK inhibitor	B2AR arrestin	Coupling enz	PKM2 activator
O=C1CCCN1CC(O)CS(=O)(=O)Cc1ccc(Cl)cc1Cl (stereo not given)	1	19%	-28	16	1	4%	?	5%	-0.1%	3	.
CCCn1nc(C(=O)NNC(=O)Cc2ccc(S(=O)(=O)N3CCOCC3)s2)c2ccccc2c1=O	-2	.	14	-7	5	2%	.	.	-0.1%	.	.
Cc1ccc(SC[C@H](CC(C)C)N2CCN(C)CCC2=O)cc1	3	.	-12	-4	-1	2%	-9%	0%	-0.7%	0	-5%
CCOc1ccc(NC(=O)C2CCN(c3nnnn3-c3ccccc3)CC2)cc1	0	-8%	11	-4	-2	4%	-4%	0%	-0.4%	0	-8%
Cc1ccc(C)c(NC(=O)CN(C)C(=O)CN2C(=O)NC3(CCc4ccccc43)C2=O)c1 (stereo not given)	1	.	6	8	1	-1%	.	.	-0.2%	.	.
CCSC1=C(C#N)C(c2cccc(O)c2)CC(=O)N1 (stereo not given)	.	6%[11.7 µM]	6	-8	55	3%	6%	2%	-0.6%	7	3%
CCC(C)[C@H](NC(=O)N1CCn2c1nc1ccccc12)C(=O)NCCc1ccccc1 (stereo not given in full)	21	.	14	2	-10	-1%	15%	-2%	-0.7%	.	.
CCCN1CCC(N(C)CCc2ccc(OC)c(OC)c2)CC1	0	-1%	2	12	2	1%	7%	5%	0.1%	0	-2%
CC(C)(C)n1nnnc1C(c1ccc(Cl)cc1)N1CCCc2ccccc21 (stereo not given)	-1	-13%	-16	-20	3	0%	-6%	1%	0.3%	-9	15%
CCOC(=O)C(NCCCCl)c1ccccc1 (stereo not given)	-2	-5%	-6	-9	-3	2%	15%	1%	-0.1%	4	-4%
COC(=O)CSc1nc(COc2ccccc2)nc2ccccc12	28	-2%	8	13	-7	-1%	4%	2%	0.0%	0	5%
Cc1c(NC(=O)C2CCCN2C(=O)c2cccs2)c(=O)n(-c2ccccc2)n1C (stereo not given)	-2	-15%	26	4	0	2%	-4%	2%	0.5%	4	-5%
Cc1ccc(C(=O)c2c3ccc(N)cc3nn2CCC(N)=O)cc1	-1	?	-6	36	-3	1%	-9%	.	0.2%	-18	-2%
CCCCCCCNC(=O)C1(CC2CC(c3ccccc3)=NO2)CCN(C(=O)c2ccccc2)CC1 (stereo not given)	3	.	36[activator]	-37	-19	-8%	.	.	-0.9%	.	.
COc1cc(C(=O)N/C(=C\c2cn(C)c3ccccc23)C(=O)NCCCO)cc(OC)c1OC	-1	-2%	27	-7	-29	-5%	8%	4%	0.4%	-9	3%
COC(=O)C(C(=O)OC)c1ncc(C(F)(F)F)cc1Cl	3	-14%	7	-7	.	0%	3%	8%	-0.2%	-1	-3%
COC(=O)C(C)Oc1ccc(-c2nccc(-c3ccc(F)cc3)n2)cc1 (stereo not given)	6	3%	?	-5	-1	-2%	12%	-3%	-0.3%	-2	.
O=c1[nH]c2ccccc2nc1CCc1ccccc1	11	7%	?	-4	4	0%	9%	11%	0.1%	8	-3%
N#Cc1c(-c2ccncc2)c2c([nH]c1=O)-c1ccccc1OC2	0	.	.	.	.	0%	-20%	-1%	-0.8%	7	1%
CCOc1ccccc1CNC(=O)C1CCN(C(=O)N2CC(C)Oc3ccc(C)cc32)CC1 (stereo not given)	-1	-22%	-6	7	-4	-1%	.	.	0.3%	0	0%
COc1ccc(S(=O)(=O)N(C)c2ccc(C(=O)NCc3ccncc3)cc2)cc1	?	?	8	-2	-4	4%	-4%	1%	-0.5%	1	-3%
O=C(Oc1c(Cl)cc(Cl)c2cccnc12)N1CCOCC1	-2	-1%	-5	-6	-1	1%	-1%	0%	6.2%	0	4%
CCNc1nc(C)nc2c1oc1ccccc12	?	-11%	4	2	-22	-2%	5%	2%	-0.5%	-1	-6%
O=C1CCCC(=O)C1C(c1ccc(Cl)cc1)C1C(=O)CCCC1=O	2	.	6	-7	-4	0%	.	.	0.1%	.	.
CSc1sccc1/C=N/O	-11	.	-2	0	-1	-1%	-2%	0%	0.5%	0	9%
Cc1ccc(NS(=O)(=O)c2ccc(Cl)c(C(=O)Nc3ccccc3-c3nc4ccccc4[nH]3)c2)cc1C	20	?	0	-17	6	-2%	1%	3%	-0.4%	-3	-1%
CCOC(=O)Cc1cnc(NC(=O)CSc2nc(C(C)C)cc(=O)[nH]2)s1	1	0%	-6	12	3	6%	4%	6%	-0.7%	3	.
CCOC(=O)c1cn(CC)c2ccc(S(=O)(=O)N3CCC(C)CC3)cc2c1=O	-2	-16%	7	14	-2	5%	-12%	0%	-0.3%	0	-1%
COCCNC(=O)CSc1nc2ccc(N3CCOCC3)cc2c(=O)n1CCc1ccccc1	-13	10%	17	11	11	1%	-10%	-1%	-0.4%	-44*	0%
COCCCNC(=O)Cn1c(=O)n(CC(=O)N2CCCCC2)c(=O)c2sccc21	1	.	2	-8	12	4%	-3%	6%	-0.6%	.	.
CN1CCN(S(=O)(=O)c2ccc(SCCOc3ccccc3)nc2)CC1	11	-10%	-9	-2	-11	5%	0%	-4%	0.4%	0	0%
Cc1c(Cl)cccc1NC(=O)CCN1CCC(C(N)=O)CC1	-4	1%	4	2	6	2%	0%	-1%	-1.3%	-1	0%
COc1ccc(-c2ccc(=O)n(CC(=O)Nc3nnc(C(C)C)s3)n2)cc1OC	4	-1%	-1	0	-25	1%	0%	-1%	4.5%	8	-2%
O=c1c2c3c(sc2nc2n1CCCCC2)C(O)CCC3 (stereo not given)	-1	-27%	14	0	-36	-1%	-4%	5%	0.0%	-1	-4%
Cc1cc(NC(=O)C2=C(O)c3ccccc3S(=O)(=O)N2C)no1	-1	-2%	6	19	-7	-9%	7%	.	-0.7%	5&1&-1	2%
CCNc1ccc2noc3c2c1C(=O)c1ccccc1-3	?	?	0	-1	4	?	?	-1%	-0.3%	-5	-9%

Seven structures already listed, ordered by heavy-atom count, rising.
SMILES	TRPV1 ag	Menin-MLL TR inh	Giardia killer	KCNH2 3.1 inh	KCNH2 WT inh	USP2a block	CXXC DNA block	GALK inhibitor	B2AR arrestin	Coupling enz	PKM2 activator
CCNc1ccc2noc3c2c1C(=O)c1ccccc1-3	?	?	0	-1	4	?	?	-1%	-0.3%	-5	-9%
Cc1c(Cl)cccc1NC(=O)CCN1CCC(C(N)=O)CC1	-4	1%	4	2	6	2%	0%	-1%	-1.3%	-1	0%
Cc1cc(NC(=O)C2=C(O)c3ccccc3S(=O)(=O)N2C)no1	-1	-2%	6	19	-7	-9%	7%	.	-0.7%	5&1&-1	2%
CN1CCN(S(=O)(=O)c2ccc(SCCOc3ccccc3)nc2)CC1	11	-10%	-9	-2	-11	5%	0%	-4%	0.4%	0	0%
CCOC(=O)c1cn(CC)c2ccc(S(=O)(=O)N3CCC(C)CC3)cc2c1=O	-2	-16%	7	14	-2	5%	-12%	0%	-0.3%	0	-1%
COCCCNC(=O)Cn1c(=O)n(CC(=O)N2CCCCC2)c(=O)c2sccc21	1	.	2	-8	12	4%	-3%	6%	-0.6%	.	.
COCCNC(=O)CSc1nc2ccc(N3CCOCC3)cc2c(=O)n1CCc1ccccc1	-13	10%	17	11	11	1%	-10%	-1%	-0.4%	-44*	0%
